Compound activity as filed in PubChem.
PG9 binder: binders of HIV-1 gp120 antibody PG9, primary screen, biochemical, TR-FRET. inhibition, % at 6.7 µM. 360,000 compounds, 0.43% hits. TR-FRET gp120-PG9 antibody binding; in the data active = inhibition above about 8.5%
PRMT1 FP inh: PRMT1 methyltransferase inhibitors, primary screen, biochemical, fluorescence polarization | Protein arginine N-methyltransferase 1 (Homo sapiens), Q99873 | inhibition, % at 2.79 µM | recombinant PRMT1, activity-based probe fluorescence polarization | 370,000 compounds, 1.3% hits;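 active = inhibition above about 21% made by adding two undisclosed values, limit read from the data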
SIAE inh: human SIAE inhibitors, primary screen, biochemical, fluorescence polarization, FP-Rh probe, 1536-well HTS; inhibition, % at 9.66 µM; SIAE FP-Rh probe binding; AID 1053197, 2014; Sialate O-acetylesterase (Homo sapiens), Q9HAT2; 370,000 compounds, 0.69% hits;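 active = inhibition above a cutoff: mean of compounds within the control limits plus 3 SD of those, cut at about 17% in these data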;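 note: 0% = plate median of compound wells and 100% = probe without SIAE protein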
HTRA1 inhibitor: HTRA1 serine protease inhibitors, primary screen, biochemical, fluorescence polarization, HTS | recombinant HTRA1, FP-rhodamine activity-based probe | inhibition, % at 5.96 µM | 340,000 compounds, 0.5% hits | AID 504803, 2011; in the data active = inhibition above about 36%;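 note: 0% = enzyme with DMSO and 100% = wells lacking enzyme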
Target sequence (Q92743 whole entry, looked up): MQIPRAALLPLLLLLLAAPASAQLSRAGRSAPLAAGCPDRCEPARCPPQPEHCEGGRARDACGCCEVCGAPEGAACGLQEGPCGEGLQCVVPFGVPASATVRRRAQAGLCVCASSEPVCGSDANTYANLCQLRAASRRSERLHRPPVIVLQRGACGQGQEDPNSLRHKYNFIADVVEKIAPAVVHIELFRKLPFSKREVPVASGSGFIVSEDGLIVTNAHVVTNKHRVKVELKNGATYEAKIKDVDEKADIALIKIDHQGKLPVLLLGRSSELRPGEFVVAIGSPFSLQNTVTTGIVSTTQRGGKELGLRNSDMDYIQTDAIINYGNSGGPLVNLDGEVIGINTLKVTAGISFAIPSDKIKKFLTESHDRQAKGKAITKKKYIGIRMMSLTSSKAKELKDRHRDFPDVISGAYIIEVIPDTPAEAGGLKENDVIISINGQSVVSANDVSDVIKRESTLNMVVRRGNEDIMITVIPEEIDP
LEDGF integ inh: blockers of LEDGF/p75-dependent integrase strand transfer – biochemical, TR-FRET, high throughput, primary screen; TR-FRET IN-LEDGF/p75 DNA integration, Eu/Cy5; inhibition, % at 3.7 µM; 370,000 compounds, 0.64% hits; AID 743269, 2014;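 active = inhibition above the screen-wide mean plus 3 SD, cut at about 13% in these data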;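 note: signal is the Cy5 over europium emission ratio at 671 and 618 nm; 0% = plate median of compound wells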
UHRF1 binding: UHRF1 methylated DNA binding inhibitors, primary screen, counter-screen for MBD2 inhibitor project, biochemical, TR-FRET, human UHRF1, single concentration. 370,000 compounds, 0.75% hits. inhibition, % at 4.4 µM. UHRF1 binding to methylated oligo. AID 687016, 2013; in the data active = inhibition above about 21%;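 note: UHRF1 SRA domain binding a hemimethylated CpG hairpin DNA probe; 0% = median of test compound wells and 100% = reference inhibitor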
Tn7 DDE FP: inhibitors of Tn7 peptide binding to fibrin DD(E), primary screen, biochemical, fluorescence polarization, human fibrin, Tn7 probe; inhibition, % at 8.3 µM; FP displacement of FITC-Tn7 peptide from fibrin DD(E); 0% = median of compound wells per plate; 370,000 compounds, 0.13% hits;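 active = inhibition above the mean of compounds falling within the control limits plus 3 SD of them, cut at about 14% in these data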;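 note: 0% = plate median of compound wells and 100% = 10 µM Aha-Tn7 peptide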
Target sequence (P02675 whole entry, looked up): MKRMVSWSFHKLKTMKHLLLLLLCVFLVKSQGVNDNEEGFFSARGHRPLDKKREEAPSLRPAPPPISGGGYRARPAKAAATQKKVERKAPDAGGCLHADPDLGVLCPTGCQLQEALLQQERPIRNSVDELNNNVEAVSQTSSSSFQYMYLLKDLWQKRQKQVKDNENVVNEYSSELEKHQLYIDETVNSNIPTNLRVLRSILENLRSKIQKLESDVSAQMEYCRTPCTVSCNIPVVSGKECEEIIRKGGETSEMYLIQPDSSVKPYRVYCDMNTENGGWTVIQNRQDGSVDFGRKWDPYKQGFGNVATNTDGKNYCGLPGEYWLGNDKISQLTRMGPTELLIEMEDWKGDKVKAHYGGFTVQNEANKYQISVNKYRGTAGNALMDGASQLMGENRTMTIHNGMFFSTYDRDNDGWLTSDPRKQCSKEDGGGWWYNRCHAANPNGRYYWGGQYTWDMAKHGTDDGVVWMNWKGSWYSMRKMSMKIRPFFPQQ
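Assay system: Human clot-derived fibrin DD(E) complex | Buffer or medium: Tris/NaCl/CaCl2 buffer, pH 7.8 | Repeats: One replicate per compound | Benchmarks: Aha-Tn7 high control | Measure: % inhibition scaled between sample-field median and high-control FP | Schedule: 10 min plus 3 h, room temperature | Signal: Fluorescence polarization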
TCR CD3 inh: inhibitors of human TCR-CD3 interaction, primary screen, biochemical, fluorescence, TAMRA-labeled TCR probe. T-cell receptor (TCR). inhibition, % at 9.4 µM. 360,000 compounds, 0.37% hits. AID 651800, 2012; in the data active = inhibition above about 19%;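 note: recombinant mutant TCR 2C K166C tagged with TAMRA read by polarization; 0% = receptor in buffer alone and 100% = receptor with positive control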
TDP2 inh: human TDP2 enzyme inhibitors, primary screen, biochemical, epi absorbance, recombinant enzyme. Tyrosyl-DNA phosphodiesterase 2 (Homo sapiens), O95551. inhibition, % at 12.8 µM. 370,000 compounds, 0.34% hits. T5PNP hydrolysis, p-nitrophenol absorbance 415 nm. AID 720702, 2013;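 active = inhibition above the mean of all tested compounds plus 3 SD, set per campaign, cut at about 25% in these data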;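 note: 0% = DMSO with enzyme and 100% = buffer with substrate but no TDP2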
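Assay system: recombinant human TDP2 / Reagent: T5PNP substrate at 5 mM, a TopII-DNA adduct mimic / Measured by: epi absorbance from released p-nitrophenol / Evaluation: % inhibition relative to enzyme-containing and enzyme-free wells / Control set: enzyme-free and DMSO wells / Replicates: each compound tested once, singlicate / Schedule: enzyme reaction with compound for 2 h at 37 °C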
ABHD4 inh: ABHD4 inhibitors, primary screen, biochemical, fluorescence polarization, mouse; (Lyso)-N-acylphosphatidylethanolamine lipase (Mus musculus), Q8VD66; purified mABHD4, FP-Rh probe fluorescence polarization; inhibition, % at 8.92 µM; 370,000 compounds, 0.54% hits;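 active = inhibition exceeding the mean over every tested compound plus 3 SD, cut at about 30% in these data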;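 note: 0% = plate median of compound wells and 100% = S159A mutant with DMSO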
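Doses – 8.92 µM, single dose · Material – wild-type mouse ABHD4 protein · Replication – single well per compound (singlicate) · Measure – percent inhibition of probe binding, normalized to plate controls · Schedule – 45 min compound pre-incubation plus 60 min probe step, 25 °C · Detection – fluorescence polarization with parallel and perpendicular emission, 525/598 nm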
* = called active by the depositor; / = not tested or not shown.

Preview (two entries):
SMILES | PG9 binder | PRMT1 FP inh | SIAE inh | HTRA1 inhibitor | LEDGF integ inh | UHRF1 binding | Tn7 DDE FP | TCR CD3 inh | TDP2 inh | ABHD4 inh
CCCCCCCN1C(N(C)C)=NC[C@@H]1Cc1ccccc1 | 1.5 | 2 | 4 | -4 | 1 | -1 | 5 | -4 | -1 | 4
CCc1cc(C(=O)N2CCCC(C(=O)c3ccc(C(F)(F)F)cc3)C2)n(C)n1 (stereo not given) | -2.1 | -1 | -3 | -2 | -2 | 4 | 5 | 5 | -3 | 0

The whole of this part (from the top)
SMILES | PG9 binder | PRMT1 FP inh | SIAE inh | HTRA1 inhibitor | LEDGF integ inh | UHRF1 binding | Tn7 DDE FP | TCR CD3 inh | TDP2 inh | ABHD4 inh
CCCCCCCN1C(N(C)C)=NC[C@@H]1Cc1ccccc1 | 1.5 | 2 | 4 | -4 | 1 | -1 | 5 | -4 | -1 | 4
CCc1cc(C(=O)N2CCCC(C(=O)c3ccc(C(F)(F)F)cc3)C2)n(C)n1 (stereo not given) | -2.1 | -1 | -3 | -2 | -2 | 4 | 5 | 5 | -3 | 0
Cc1ccc(-n2ccc(=O)c(C(=O)O)n2)cc1 | 2.1 | -2 | 9 | 2 | 4 | -2 | 2 | -5 | 15 | 3
COc1ccc([C@H]2C=C(C(=O)O)O[C@@H](OCCCCO)C2)cc1 | 0.6 | -4 | 13 | -3 | 0 | -1 | 0 | -3 | -2 | 5
CC12CCCC(C(C#N)C(N)=O)(C1)NC(=O)C2C#N (stereo not given) | 1.2 | 5 | 2 | 1 | 3 | 4 | -2 | -1 | -2 | -8
CC1C(=O)CCC1(C(=O)O)c1ccccc1 (stereo not given) | -1.2 | -1 | 2 | 3 | -4 | 6 | -6 | 1 | 6 | -2
Cc1cccc(C)c1OCC(=O)Nc1ccccc1C(=O)N1CCOCC1 | -2.0 | -1 | -2 | -5 | -7 | 1 | -3 | -5 | -8 | 7
CCN(CC)Cc1ccccc1Sc1ccccc1 | -1.9 | -1 | 6 | 1 | -3 | -1 | 2 | 12 | 8 | 2
CCc1ccc(OCC(=O)NCCN(C)C)c(Br)c1 | -1.1 | -1 | -2 | 1 | 1 | 4 | 1 | 3 | 5 | 2
COc1c(N2CCN(C(=S)NCc3ccccc3)C(C)C2)c(F)cc2c(=O)c(C(=O)O)cn(C3CC3)c12 (stereo not given) | 0.3 | -4 | -6 | -3 | 5 | -4 | 3 | 4 | 1 | 0
CC(=O)N1Cc2ccccc2CC1C(=O)O (stereo not given) | -0.2 | 1 | -3 | -2 | 0 | -2 | -7 | 1 | -9 | 5
S=C(NCCc1ccccc1)N1CCN(C23CC4CC(CC(C4)C2)C3)CC1 | 0.3 | -2 | -3 | -6 | 5 | 2 | -2 | -3 | 3 | 0
CCCOc1ccc(N2C(=O)CC(SC(=NC)Nc3ccc(F)cc3)C2=O)cc1 (stereo not given) | 0.3 | 0 | -5 | -2 | 0 | -2 | -2 | -12 | 4 | -4
COCCSc1nnc(NC(=O)c2cc(C(=O)OC)cc([N+](=O)[O-])c2)s1 | -1.5 | 7 | -3 | 3 | -6 | 3 | 0 | -4 | -4 | -5
CC12CC3CC(C)(C1)CC(C(=O)N1CCN(C(=O)C4CCCO4)CC1)(C3)C2 (stereo not given) | -2.4 | 0 | -11 | 3 | 1 | -2 | -1 | 13 | 8 | 4
Cn1c2ccccc2c(=O)c2cc(C#CC3=CCCCC3)ccc21 | -5.1 | 5 | -17 | -14 | 1 | -10 | 2 | 4 | 7 | 11
Cc1ccc(S(=O)(=O)N[C@H](C(=O)OCC(=O)NC(=O)c2cccn2C)C(C)C)cc1 | -0.1 | 5 | 3 | -5 | 0 | 9 | -7 | -10 | -12 | 4
O=C(CNC(=O)c1ccccc1)N/N=C/c1ccc([N+](=O)[O-])o1 | -2.2 | 8 | -1 | -1 | -1 | -2 | 3 | 6 | 4 | 9
COc1ccc(N(CC(=O)N2CCN(c3ccccc3F)CC2)S(=O)(=O)c2c(C)noc2C)cc1 | -1.4 | 2 | -2 | -1 | 0 | 0 | 0 | 2 | 12 | 7
COC(=O)c1ccccc1NC(=O)c1nc2nc(C)cc(C)n2n1 | 1.2 | -2 | -7 | -3 | -1 | 2 | -5 | -6 | 1 | -2
O=C(Nc1ccccc1)c1ccccc1Oc1ccc(C(F)(F)F)cc1[N+](=O)[O-] | -1.9 | 0 | -4 | -11 | 1 | -1 | -5 | 10 | 0 | 1
Cc1ccc(NC(=O)Cc2nnc(SCC(=O)Nc3ccccc3)n2C)cc1 | -2.7 | 0 | -5 | -6 | -1 | -1 | 9 | 4 | -2 | 5
CCSc1nnc(-c2cc3c(s2)-c2ccccc2CC3)o1 | 1.7 | -1 | -1 | -7 | -2 | 5 | 8 | -1 | -4 | 3
Cc1[nH]n(-c2ccc([N+](=O)[O-])cc2)c(=O)c1C=NCCN1CCN(C(=O)C(C)C)CC1 | -2.4 | -2 | -9 | -1 | 1 | 7 | 2 | 2 | -5 | 6
Cc1occc1C(=O)NNC(=S)NCc1ccc(Cl)cc1 | 1.4 | 6 | 2 | -6 | 2 | -1 | -3 | -2 | 2 | 2
Cc1nnc(NC(=O)c2c(-c3ccccc3Cl)noc2C)s1 | -0.1 | 2 | -1 | -5 | 0 | 0 | 0 | 4 | -1 | 3
CCOC(Cn1c(SCc2cc(C(C)=O)ccc2OC)nc2ccccc2c1=O)OCC | 0.3 | 3 | -4 | -4 | -2 | 1 | 8 | 0 | 11 | 2
COc1ccc(CC(=O)N/N=C\c2cc(Br)c(O)c(Br)c2)cc1 | -3.7 | 1 | 6 | 1 | 1 | 0 | 1 | -2 | -10 | 27
O=C(O)CSc1nnc(Cc2ccccc2)n1Cc1ccccc1 | 2.7 | -2 | -4 | 2 | 2 | 0 | 7 | 7 | 15 | -1
CCCNc1c(NS(=O)(=O)c2cccc(C#N)c2)c(=O)oc2ccccc12 | -2.5 | 0 | 3 | -4 | -1 | 1 | 4 | 3 | 0 | 6
C[N+](C)(C)CC(=O)N1CCN(c2ccc3ccccc3n2)CC1 | -1.1 | 2 | 0 | 10 | -4 | 5 | -3 | 2 | -7 | 3
O=C(NC(Cc1ccccc1)C(=O)O)/C(=C/c1ccco1)NC(=O)c1cccc([N+](=O)[O-])c1 (stereo not given) | 0.0 | 7 | -8 | -1 | -1 | 21 | 3 | -8 | 4 | -2
O=c1[nH]c(/C=C/c2ccccc2)c([N+](=O)[O-])c(=O)[nH]1 | -0.8 | 5 | -6 | -3 | -6 | 0 | 1 | -7 | -78 | 2
FC(F)(F)c1cccc(-c2ccn3ncnc3n2)c1 | 0.7 | -1 | -7 | 9 | -4 | 0 | 5 | -2 | -9 | 10
N#CC1=C(N)Oc2cc(N)ccc2C1c1ccccc1F (stereo not given) | 0.2 | 4 | -4 | 3 | 3 | -5 | 7 | 5 | 9 | 19
CC(C)(C)NC(=O)C(c1ccccn1)N(C(=O)c1csnn1)C1CCCCC1 (stereo not given) | -2.7 | -1 | -7 | -3 | 4 | 1 | -3 | 2 | -21 | -6
COCCNC(=O)C1CCCN(Cc2cccc(C(F)(F)F)c2)CC1 (stereo not given) | 0.3 | -3 | -6 | / | 0 | -1 | -1 | 3 | -9 | 0
O=C(CN1CCN(Cc2ccccc2)CC1)NCC1COc2ccccc2O1 (stereo not given) | -3.5 | 0 | 7 | -6 | 5 | -3 | -5 | 8 | -2 | 0
O=C(NCCC1CCCCN1S(=O)(=O)c1ccc(F)cc1)C(=O)Nc1ccccc1 (stereo not given) | -1.2 | -6 | -8 | -27 | 5 | -1 | -3 | 10 | -20 | -11
CCS(=O)(=O)Nc1ccc(C(=O)c2ccccc2)cc1 | 0.6 | 0 | 5 | 2 | 5 | -3 | 10 | 3 | 12 | -6
COc1ccc(S(=O)(=O)N(CC(=O)NC2CCCCC2)c2ccc(F)cc2)cc1 | -0.3 | 1 | 9 | 2 | 3 | 2 | 5 | -5 | 3 | 1
Cc1nc(C(F)(F)F)c(C(=O)NC(=O)Nc2ccccc2)s1 | -2.6 | -4 | 2 | -4 | 1 | -2 | -4 | 0 | 6 | -1
Cc1ccsc1C(=O)OCC(=O)Nc1cccc(S(=O)(=O)NC2=NCCCCC2)c1 | 0.8 | 3 | 2 | -7 | -2 | 3 | 3 | -3 | 2 | -3
CCOc1ccc(OC(=O)C(CCS(C)(=O)=O)N2C(=O)c3ccccc3C2=O)cc1 (stereo not given) | -2.5 | -4 | -3 | 1 | 4 | 1 | 1 | 6 | -20 | -4
O=C1c2ccccc2NC(c2ccc(Cl)cc2Cl)N1O (stereo not given) | -2.0 | 3 | 12 | 12 | -5 | 1 | 5 | -4 | -5 | -4
Cc1noc(C)c1C(=O)N1CCC1(C)C(=O)NS(=O)(=O)Cc1cccc(Cl)c1 (stereo not given) | -1.3 | -3 | -5 | / | 0 | 4 | 0 | -2 | -7 | 0
CCOC(=O)c1oc2ccccc2c1NC(=O)c1ccc2c(c1)OCO2 | -3.0 | -1 | -6 | -1 | 0 | -4 | -7 | 8 | 3 | -2
COc1cc2c(cc1Cl)C(=O)C(F)(c1ccccc1)C(=O)N2 (stereo not given) | -1.9 | -1 | -7 | -12 | -1 | -1 | -3 | -2 | 3 | -2
COc1ccccc1C(O)c1ncc(-c2cccc3ccccc23)[nH]1 (stereo not given) | -0.9 | 0 | 2 | / | 3 | -2 | -2 | 5 | -6 | -2
COc1ccc(S(=O)(=O)N2CCCCC2)cc1NC(=O)CN(Cc1ccco1)Cc1ccco1 | 2.0 | 4 | -5 | -32 | -4 | 3 | 9 | 2 | 2 | -11
CC(=O)Nc1ccc(S(=O)(=O)NCCN2CCNC2=O)cc1Cl | 0.0 | -1 | -3 | 7 | -4 | 1 | 5 | 2 | 11 | 2
CSc1ccc(CCNC(=O)c2ccc(CS(=O)Cc3ccc(Cl)cc3)o2)cc1 (stereo not given) | -1.4 | 1 | -10 | -9 | 0 | 0 | -2 | 9 | -13 | 6
